Screening results deposited in PubChem by several laboratories.
FXIa inh 1536: factor XIa (human) inhibition | purified FXIa, Boc-Glu-Ala-Arg-AMC fluorogenic substrate | actives 0.14% (n = 220,000) | AID 798 | inhibition, % at 5 µM | P03951;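 active means inhibition of at least 40%; inactive means inhibition below 40%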;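 further: fluorescence of freed AMC excited at 355 nm; 0% = enzyme without compound and 100% = no enzyme blank; many of its hits are not listed in these tables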
FXIIa inh: factor XIIa (human) inhibition; inhibition, % at 5 µM; purified FXIIa, Boc-QGR-AMC fluorogenic substrate, 2 h; actives 0.3% (n = 220,000); P00748; in the data active means inhibition above about 40%;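 further: 0% = enzyme with no compound and 100% = blank without enzyme; many of its hits are not listed in these tables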
KLK5 inh: inhibitors of human kallikrein 5; Q9Y337; recombinant hK5, fluorogenic AMC substrate cleavage; inhibition, % at 5 µM; actives 0.59% (n = 210,000); AID 873;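 active means inhibition of 40% or more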;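 further: 0% = enzyme controls without compound and 100% = no-enzyme blanks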
Target sequence (Q9Y337 67-293 limits assumed): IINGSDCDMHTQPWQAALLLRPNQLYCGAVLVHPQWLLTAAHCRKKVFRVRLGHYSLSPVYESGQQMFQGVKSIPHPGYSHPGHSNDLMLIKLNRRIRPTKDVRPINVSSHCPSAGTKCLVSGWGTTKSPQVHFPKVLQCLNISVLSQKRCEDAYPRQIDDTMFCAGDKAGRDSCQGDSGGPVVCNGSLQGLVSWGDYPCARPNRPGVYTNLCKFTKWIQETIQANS
Furin inhibitor: inhibitors of human furin; purified furin, fluorogenic substrate cleavage; inhibition, % at 30 µM; actives 0.061% (n = 220,000); P09958; in the data active means inhibition above about 25%; further: inactives centre near -15
Target sequence (P09958 108-714 limits assumed): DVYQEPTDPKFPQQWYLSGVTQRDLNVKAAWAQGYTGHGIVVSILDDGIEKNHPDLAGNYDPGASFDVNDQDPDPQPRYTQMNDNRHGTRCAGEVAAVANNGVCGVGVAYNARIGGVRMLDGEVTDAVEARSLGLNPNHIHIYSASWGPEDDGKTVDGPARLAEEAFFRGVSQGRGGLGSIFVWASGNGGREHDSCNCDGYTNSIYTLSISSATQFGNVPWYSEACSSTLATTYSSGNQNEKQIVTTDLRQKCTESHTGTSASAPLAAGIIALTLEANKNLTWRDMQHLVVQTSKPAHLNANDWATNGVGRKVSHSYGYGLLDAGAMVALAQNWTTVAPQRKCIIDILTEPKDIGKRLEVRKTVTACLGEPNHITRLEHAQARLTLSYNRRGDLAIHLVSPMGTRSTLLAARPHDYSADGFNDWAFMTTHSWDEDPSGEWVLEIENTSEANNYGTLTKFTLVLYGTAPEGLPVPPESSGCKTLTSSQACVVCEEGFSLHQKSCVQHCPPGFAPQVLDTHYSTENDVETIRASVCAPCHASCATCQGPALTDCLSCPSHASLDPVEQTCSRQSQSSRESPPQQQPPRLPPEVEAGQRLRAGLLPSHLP
thrombin 1536: thrombin (human) inhibition; inhibition, % at 5 µM; alpha-thrombin, Boc-VPR-AMC fluorogenic substrate cleavage; actives 0.26% (n = 220,000); AID 1046;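 active means inhibition at or above 40%; inactive means inhibition below 40%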;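 further: 0% = enzyme with no compound and 100% = wells without enzyme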
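Assay system: human alpha-thrombin enzyme. Reagent: Boc-VPR-AMC substrate, 15 µM final. Compound dosing: one concentration per compound, 5 µM, with 0.2% DMSO. Incubation: room-temperature reaction. Technique: AMC fluorescence, 355/460 nm. Measure: % inhibition relative to enzyme controls and enzyme-free blanks.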
Wee1 degr inh: human Wee1 degradation inhibition, primary screen | HeLa Luc-Wee1K328M stability, luciferase luminescence; 100% = proteasome inhibitor MG132 effect | reporter increase, % at 5 µM | actives 1.2% (n = 220,000);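 active means activation above the mean of all tested compounds plus 3 SD, set per screening run, cut at about 8.8% in these data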;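 further: cells exposed to compound for 20 h before luminescence read; 0% = DMSO alone and 100% = MG132 at 30 µM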
p97 inhibitor: blocks human p97 ATPase activity. P55072. recombinant p97 ATPase, Kinase-Glo ATP luminescence, 3 h. inhibition, % at 8 µM. actives 0.42% (n = 220,000); in the data active means inhibition above about 15%;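 further: 0% = DMSO vehicle and 100% = wells lacking enzyme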
PERK inhibitor: human PERK inhibition, primary cell-based screen. Q9NZJ5. CHO PERK-DD fusion, SEAP luminescence translation reporter. inhibition, % at 5.6 µM. actives 0.17% (n = 220,000). AID 1416;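 active means inhibition above the mean inhibition of all tested compounds plus 3 SD, set separately per screening campaign, cut at about 2.9% in these data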;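 further: PERK kinase domain activated by AP20187 dimerizer at 100 nM; 0% = DMSO with dimerizer and 100% = rapamycin at 8.4 µM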
KCC2 mod: modulates chloride dependent transport by human KCC2; actives 2.2% (n = 190,000); Q9H2X9; B-score of Tl+ flux slope (higher = more flux/activation; lower = inhibition) at 10 µM; KCC2 cells, thallium flux FluoZin-2 fluorescence;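 active means thallium flux slope and its plate-corrected score both differing from the plate sample mean at a set confidence after two filtering rounds, in either direction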;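 further: slope of fluorescence scaled to starting intensity during 10 to 20 s after thallium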
The depositor's hits bear a star; x = no result given; [ ] = dose if it differs, or a comment. This is a random part of the collection, and some 4.4% of all compounds hit somewhere here.

compound,FXIa inh 1536,FXIIa inh,KLK5 inh,Furin inhibitor,thrombin 1536,Wee1 degr inh,p97 inhibitor,PERK inhibitor,KCC2 mod
O=C(COC(=O)c1cccc(O)c1)Nc1ccc(OC(F)F)cc1,-6.4,-1.6,-19.2,-8.5,4.3,-2.0,1.8,-0.3,-0.00975
C=CCNc1nc(-c2ccc([N+](=O)[O-])cc2)cs1,5.6,8.6,-4.1,-23.3,-3.1,0.3,0.7,0.4,-0.899
COc1ccc(CCN(Cc2ccccn2)C(=S)Nc2ccccc2C)cc1OC,6.2,7.6,-0.7,-34.5,-2.7,-0.6,6.0,0.5,-0.164
O=c1[nH]c(=O)c2nnc(N/N=C/c3ccccc3F)nc2[nH]1,0.0,2.4,3.2,-10.9,-4.4,-2.2,4.8,0.5,0.182
O=C1C=C(Nc2ccccc2O)c2ccccc2C1=O,-1.9,4.5,1.2,-10.7[20 µM],-3.4,2.5,4.4,0.3,0.00702
O=C(OCC(=O)N1CCCC1)c1cncc(Br)c1,21.1,23.0,28.2,-4.3[20 µM],23.6,4.2,2.6,1.1,x
Cc1oc(-c2cccc(F)c2)nc1CN1CCCCC1CCn1cccn1 (centres undefined),-0.6,8.4,0.1,-11.2,2.1,-2.2,0.1,0.8,-0.0736
CCn1ncc([N+](=O)[O-])c1C(=O)Nc1c(C)nn(Cc2ccc(F)cc2)c1C,2.2,11.1,3.1,-16.5,2.9,-1.4,1.7,0.8,-0.43
COC(=O)c1cccc(NC(=O)CSc2nnc(COc3ccc(C#N)cc3)n2-c2ccccc2)c1,-6.7,-6.8,-0.7,-1.4[20 µM],-5.7,4.0,-0.4,1.2,0.175
COc1ccc(C(=O)NC(=S)NNC(=O)c2c(-c3ccccc3)noc2C)cc1,-3.5,4.5,-78.9,-13.8,-3.5,6.5,3.4,0.0,11.1*
COc1cc2c(cc1OC)CN(C(=O)c1ccc(S(=O)(=O)N3CCCCCC3)cc1)CC2,5.0,-0.4,0.3,-4.2,-5.1,0.1,-5.7,-0.8,-0.483
COc1cccc(C(=O)Nc2ccc(C(=O)NCC(C)C)cc2)c1,-4.1,1.7,-8.3,-13.2,6.3,3.2,2.3,0.5,-0.475
NC(=O)c1nnn(-c2ccccc2)c1N,0.0,3.7,3.0,-9.6,-8.8,-2.2,-2.6,0.8,-0.784
O=C(Nc1nc2ccc([N+](=O)[O-])cc2s1)c1ccc(S(=O)(=O)N2CCCc3ccccc32)cc1,11.9,15.7,4.4,0.7,-0.5,-1.8,-0.7,-0.4,-1.09
Cc1ccc(CNC(=O)CS(=O)(=O)CC(=O)O)cc1,-1.3,8.4,-21.9,-26.2[20 µM],-8.7,-1.6,3.4,0.9,0.158

Ordered by formula weight (low to high): part of the list above
compound,FXIa inh 1536,FXIIa inh,KLK5 inh,Furin inhibitor,thrombin 1536,Wee1 degr inh,p97 inhibitor,PERK inhibitor,KCC2 mod
NC(=O)c1nnn(-c2ccccc2)c1N,0.0,3.7,3.0,-9.6,-8.8,-2.2,-2.6,0.8,-0.784
O=C(COC(=O)c1cccc(O)c1)Nc1ccc(OC(F)F)cc1,-6.4,-1.6,-19.2,-8.5,4.3,-2.0,1.8,-0.3,-0.00975
CCn1ncc([N+](=O)[O-])c1C(=O)Nc1c(C)nn(Cc2ccc(F)cc2)c1C,2.2,11.1,3.1,-16.5,2.9,-1.4,1.7,0.8,-0.43

The listing continues:
compound,FXIa inh 1536,FXIIa inh,KLK5 inh,Furin inhibitor,thrombin 1536,Wee1 degr inh,p97 inhibitor,PERK inhibitor,KCC2 mod
C=CCON/C(CCC)=C1\C(=O)CC(C)(C)CC1=NC,3.2,6.6,1.6,-14.2,0.2,-1.0,2.5,-0.7,0.352
O=C(Oc1ccc(N(Cc2cccs2)C2=NS(=O)(=O)c3ccccc32)cc1)c1ccc(Cl)cc1,0.9,6.5,-3.4,-15.0[20 µM],2.8,1.5,-5.4,0.6,-0.559
Cc1cccc(S(=O)(=O)NCCC(=O)OC(C)C(=O)NC(=O)NC2CCCCC2)c1 (centres undefined),-10.0,9.3,-2.1,-18.8,0.2,-2.3,0.3,0.4,x
CNC(=S)NNC(=O)c1sccc1OCc1ccc(C)cc1,-3.2,11.8,-6.7,-22.8[20 µM],-0.6,-2.1,0.7,0.1,x
O=C1CNC(=S)N1CCc1ccccc1Cl,1.6,9.2,-0.8,-15.1,-1.3,2.7,2.8,0.2,0.00924
COCC(=O)OCC(=O)Nc1ccc(Cl)cc1[N+](=O)[O-],-6.7,-3.8,-6.2,-5.3,-7.5,-4.0,3.5,-0.1,0.199
N#CC1=C(SCc2ccc(C#N)cc2)N=C(N)C(c2nc(-c3ccccc3)cs2)C12CCCCC2 (centres undefined),-4.2,-1.4,8.6,-1.3[20 µM],-9.4,-1.2,8.1,-1.4,-0.867
Cc1ccccc1OCc1nc2ccccc2c(=O)n1/N=C/c1cn[nH]c1-c1ccccc1,3.2,13.8,-16.3,-21.3,-6.5,10.9*,-0.8,-1.0,-1.01
O=C(Nc1cccc(-c2nc3ncccc3o2)c1)c1sc2cc(Cl)ccc2c1Cl,15.5,-0.7,21.9,-21.6[20 µM],23.4,-3.4,2.6,1.2,0.312
Cc1cc(C)n(-c2nc3ccccc3c(=O)n2OCC(=O)OCc2ccccc2)n1,-4.3,4.0,-2.2,-13.8,-4.6,-0.8,-3.1,-1.4,-1.64
CC1CC(C)(C)NC(=S)N1CC(=O)N1CCN(Cc2ccc3c(c2)OCO3)CC1 (centres undefined),-0.9,10.1,0.1,-27.2,-0.5,-0.8,2.7,0.1,1.04
COC(=O)c1cn(NC(=O)C2CCC(C)CC2)c(=O)c2ccccc12 (centres undefined),0.5,16.1,-7.5,-3.7[20 µM],2.0,-4.0,-9.4,-0.7,-0.0842
N#Cc1ccc(NC(=S)NCCN2CCOCC2)cc1,-1.6,4.1,-3.5,-16.5,-4.8,1.9,3.5,0.2,0.533
Cn1nccc1C(=O)Nc1ccc2c(c1)OCCO2,1.5,7.5,x,-12.2,-0.3,-2.0,-3.8,1.7,x
N#CCSc1nc2sc3c(c2c(=O)n1C1CCCCC1)CCCC3,1.1,-0.6,9.5,-9.1,-5.5,-0.3,0.5,0.2,x
C/C(=N\N=C(/N)SC1CC(=O)N(c2ccc(Cl)c(Cl)c2)C1=O)c1cccs1 (centres undefined),3.3,12.2,-0.4,-10.0[20 µM],-1.6,-2.3,2.4,1.0,0.0983
Cc1cccc(NC(=O)c2cc(N3CCOCC3)nc3ccccc23)c1,-8.9,-9.0,-33.7,-18.4,-0.4,2.7,-4.7,-0.7,x
Cc1[nH]nc(SCC(=O)NC2CCCCC2)c1[N+](=O)[O-],7.7,0.4,-19.3,-15.1,5.3,0.8,-2.1,-0.8,0.153
CCOC(=O)C(C)Sc1nc2c(c(=O)[nH]c(=O)n2C)n1CCc1ccccc1 (centres undefined),-13.6,-7.3,-10.6,-3.5,-0.5,0.4,-0.3,-1.5,0.212
COc1ccc(-n2c(SCC(=O)Nc3ccc(Br)cc3)nc(O)cc2=O)cc1,5.6,13.7,6.0,-22.5,3.8,0.1,6.9,2.1,0.454
CCOC(=O)c1cnc(-n2nc(C)cc2C)nc1Nc1ccc(N(C)C)cc1,-0.6,0.5,-1.5,-22.1[20 µM],1.1,3.0,-5.0,-1.2,0.0583
CCCCOC(=O)Nc1nnc(CCc2ccccc2)s1,5.2,13.3,-20.1,-11.2[20 µM],2.4,1.7,-1.5,-0.5,0.521
Cc1cccc(NC(=S)NCCN2CCOCC2)c1C,-1.5,2.5,-17.8,-22.3,-8.7,-1.6,0.3,1.1,0.686
Cc1cccc(OCc2nc(-c3ccccn3)n[nH]2)c1,6.6,18.4,-222.6,-8.2[20 µM],1.5,1.4,-4.0,-0.6,1.35
Cc1cccc(C)c1NC(=O)Cn1nnc(-c2ccc(N3CCOCC3)cc2)n1,-2.5,-19.8,5.7,-3.4,-8.4,0.6,-0.4,0.0,0.925
COCCCn1c(C2CCCCC2)nc2oc3cc(OC)ccc3c(=O)c2c1=O,-3.2,-1.5,4.7,-16.5,2.9,0.4,2.4,-1.3,-0.101
CCOc1ccc2nc(SCC(=O)c3ccc(C)s3)sc2c1,5.0,25.8,-6.5,-12.9[20 µM],4.3,0.4,-6.7,-0.2,-0.199
Cc1ccc(SCc2c(C#N)c3ccccc3n2C)cc1,7.7,17.4,-0.4,-5.1[20 µM],5.7,0.3,-6.4,0.6,-1.37
CCCC(c1nnnn1C(C)(C)C)N1CCN(C(=O)c2ccco2)CC1 (centres undefined),-1.9,6.3,1.5,-25.5,-2.9,-3.9,2.6,-0.2,0.234
COc1ccc(OCC(=O)NCCc2ccc(S(N)(=O)=O)cc2)cc1,-6.5,-7.8,-5.3,-6.6[20 µM],-0.8,2.6,-3.7,0.8,1.53
CN(c1ccccc1)S(=O)(=O)c1cccc(NC(=O)COC(=O)C2CCCCC2)c1,-3.9,2.2,-2.9,-11.9,-6.2,1.7,0.5,-0.6,-0.831
CCN1CCc2nc(NC(=O)Cc3ccc4c(c3)OCCO4)sc2C1,5.4,14.9,-16.2,-20.1,5.2,-1.5,4.2,1.0,0.486
Cc1ccc(NC(=S)Nc2ccc(F)cc2)c(C)c1,-0.8,4.6,-0.4,-7.9,1.5,0.3,3.3,1.9,-0.793
CCCCC1=CC2=C(c3ccco3)C(=O)C(C)(OC(=O)c3ccc(OC)cc3)C(=O)C2=CN1Cc1ccc2c(c1)OCO2 (centres undefined),-0.4,4.5,-2.9,-10.2,-2.0,x,x,x,0.417
CC(C)(C)NC(=S)Nc1ccc(Br)cc1,-1.0,13.8,-5.0,-18.5,-2.8,0.1,5.2,1.6,-0.899
CCOC(=O)c1c(O)c(Cl)c(C)[nH]c1=O,14.6,4.5,-10.9,-26.4,-8.7,-1.6,7.1,0.6,-0.0324
O=C(NCC1CCCO1)C(c1cccs1)N(Cc1ccccc1Cl)C(=O)c1ccc(-c2ccccc2)[nH]1 (centres undefined),24.2,23.8,-17.2,4.9,5.1,-2.6,-1.3,-0.8,0.616
CCOC(=O)CSc1cc(C)c(C#N)c2nc3ccccc3n12,-2.4,4.4,-0.2,-28.8,-3.6,3.7,4.2,0.6,-0.0345
Cc1ccccc1N=C1SC(CC(=O)Nc2ccc3ccccc3c2)C(=O)N1Cc1ccccn1 (centres undefined),-1.4,8.9,-18.3,-3.5,-9.7,-1.4,-2.0,-0.7,0.427
CCOC(=O)C(CC)n1cnc2c(cnn2-c2ccc(Cl)cc2)c1=O (centres undefined),4.2,4.0,7.0,-9.5,-3.7,-1.7,8.6,0.9,x
Cn1ncc(C(=O)Nc2ccc(Cl)cc2)c1C(F)(F)F,-5.4,-1.6,-5.9,-6.1,-9.8,0.3,3.9,1.6,0.515
O=C(CSc1cn(CCNC(=O)c2cccs2)c2ccccc12)NC1CCCC1,2.3,11.7,2.3,-10.5,-3.0,1.9,-2.4,-0.6,x
Cn1nnnc1SCc1ccc(F)cc1,-54.4,14.7,-25.6,-18.5,-0.1,0.2,2.5,0.9,0.813
Cc1nc(-c2ccccc2)nc2[nH]c(-c3ccccc3)cc(=O)c12,3.4,-9.4,7.5,-19.7[20 µM],-19.3,-1.3,5.1,-0.6,x
Cc1ccc(Nc2nc(N)nc(CN3CCN(Cc4ccc5c(c4)OCO5)CC3)n2)cc1C,-0.9,13.8,0.4,-17.5,-4.5,1.9,-0.5,-0.8,1.3
